Arrestin-AP2 inh = inhibitors of human beta-arrestin and AP2 interaction; FITC-arrestin peptide / GST-AP2 beads, flow cytometry; AP2 beta2 appendage carries R879A mutation; inhibition, % at 10 µM; hit rate 0.31% among 340,000; AID 504490;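 active means inhibition above a set limit, near 3 SD of compounds lacking own fluorescence, cut at about 54% in these data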;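 further: plate controls were DMSO wells for no effect and 5 µM unlabelled arrestin peptide for full effect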
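System: GST-AP2 R879A bound to glutathione beads, E. coli-expressed. Also added: 50 nM FITC-arrestin peptide. Schedule: compound with beads 12 min RT, then probe 1 h RT. Signal: bead flow cytometry, FITC channel. Read-out basis: percent response.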
LANA DNA inh = KSHV C-LANA DNA binding inhibition | hit rate 0.078% among 340,000 | inhibition, % at 9 µM | MBP-C-LANA/FAM-LBS DNA binding, fluorescence polarization;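 active means highest replicate inhibition at or above 60% at 9 µM, even if other replicates fall short; inactive means all replicates below 60% inhibition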;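 further: 0% = neutral control wells and 100% = 4 µM acridine orange control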
Keap1 Nrf2 FP = disrupts human Keap1 binding to Nrf2 peptide | hit rate 0.15% among 340,000 | Q14145 | inhibition, % at 9.4 µM | Keap1 Kelch-Nrf2 peptide fluorescence polarization, 1536-well | AID 504523; in the data active means inhibition above about 12%;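 further: human Keap1 Kelch domain with fluorescein labeled Nrf2 9mer peptide probe; 0% = neutral control wells and 100% = peptide positive control; higher means more block of Keap1 binding to Nrf2 peptide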
Target sequence (Q14145 whole entry, looked up, the tested form may be a part): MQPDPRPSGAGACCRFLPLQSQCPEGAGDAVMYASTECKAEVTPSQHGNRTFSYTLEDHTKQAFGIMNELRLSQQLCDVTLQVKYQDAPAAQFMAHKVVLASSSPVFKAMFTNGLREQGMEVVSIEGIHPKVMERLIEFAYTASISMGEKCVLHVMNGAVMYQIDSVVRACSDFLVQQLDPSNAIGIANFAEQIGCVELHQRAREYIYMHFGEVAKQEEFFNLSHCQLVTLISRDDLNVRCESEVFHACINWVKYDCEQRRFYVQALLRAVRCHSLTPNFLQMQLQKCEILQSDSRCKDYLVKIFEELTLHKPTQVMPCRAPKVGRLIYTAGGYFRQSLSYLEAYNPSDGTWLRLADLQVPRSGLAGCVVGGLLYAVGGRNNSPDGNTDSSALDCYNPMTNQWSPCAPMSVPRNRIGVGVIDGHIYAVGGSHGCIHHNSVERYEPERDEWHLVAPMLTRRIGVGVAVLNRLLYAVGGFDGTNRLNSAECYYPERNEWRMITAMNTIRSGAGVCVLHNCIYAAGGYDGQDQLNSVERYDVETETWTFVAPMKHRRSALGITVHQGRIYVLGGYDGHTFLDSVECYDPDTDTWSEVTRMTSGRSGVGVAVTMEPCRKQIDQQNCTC
MOR-DOR inv ag = inverse agonists of human mu-delta opioid receptor heterodimerization; P35372+P41143; cell-based MOR-DOR heterodimer luminescence, inverse agonism; inhibition, % at 9.3 µM; hit rate 0.21% among 340,000; AID 504357; in the data active means inhibition above about 22%, passing the limit was not always enough;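 further: 0% = cells with DMSO and 100% = wells without cells with DMSO; values of inactives mirror those of a sister screen read the other way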
RTF Ca sens act = cardiac RTF calcium sensitization; P19429+P45379; IANBD-labeled TnC RTF fluorescence at EC20 calcium; 0% EC20 calcium, 100% full calcium; activation, % at 7.2 µM; hit rate 0.24% among 340,000;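 active means activation above the mean over all tested compounds plus 3 SD, cut at about 30% in these data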;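 further: rise in fluorescence read as greater calcium sensitivity of cardiac thin filaments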
V-ATPase pHluor = regulators of yeast V-ATPase proton transport; S. cerevisiae, pHLuorin cytosolic pH fluorescence; AID 504577; hit rate 0.37% among 350,000; response, % at 10 µM; in the data active means response mostly above about 7.3%, no sharp cut-off; inactive means mostly below about 5.4%; further: actives read high; inactives centre near 0; some compounds called inactive have numbers as strong as hits; reference of the scale not given here
Pemphigus Ab inh = inhibitors of pemphigus antibody binding to human desmoglein-3 | DSG3-coupled beads, scFv-anti-DSG3-GFP binding, flow cytometry; active compounds read low | P32926 | binding (percent of control), % at 10 µM | hit rate 0.48% among 310,000;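 active means binding more than 3 SD below its plate's average and above zero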;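 further: hits lower antibody fragment binding to DSG3; some compounds called inactive have numbers as strong as hits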
Wnt act = Wnt/beta-catenin pathway activation; AID 743398; hit rate 1.2% among 300,000; Wnt/beta-catenin reporter cell assay, activator, plate reader; activation, % at 9.35 µM; in the data active means activation above about 30%, passing the limit was not always enough;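 further: 0% = neutral control wells and 100% = positive control wells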
Cardiac RTF inh = cardiac RTF calcium desensitization. IANBD-labeled cardiac RTF, Ca2+ fluorescence. P19429+P45379. inhibition, % at 7.15 µM. hit rate 0.12% among 340,000;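 active means inhibition above the mean inhibition of all tested compounds plus 3 SD, cut at about 17% in these data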;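 further: assay run at fixed EC70 calcium of 1.6 mM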
OPRM1-OPRD1 ag = OPRM1-OPRD1 heterodimerization agonism; P35372+P41143; cells, luminescence; activation, % at 9.3 µM; hit rate 0.3% among 340,000; AID 504326; in the data active means activation above about 18%;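 further: 0% = vehicle-treated cells and 100% = reference agonist; values of inactives mirror those of a sister screen read the other way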
The depositor's hits bear a star; i = inactive; nt = not tested or not shown.

mol	Arrestin-AP2 inh	LANA DNA inh	Keap1 Nrf2 FP	MOR-DOR inv ag	RTF Ca sens act	V-ATPase pHluor	Pemphigus Ab inh	Wnt act	Cardiac RTF inh	OPRM1-OPRD1 ag
CCN(CC)C(=O)c1c(-c2ccccc2)oc2ccc(OC)cc12	-1	17	2	22	12	-3	103	-4	-7	-4.7
CCOCCCn1c(=N)c(S(=O)(=O)c2ccccc2)cc2c(=O)n3cc(C)ccc3nc21	-17	0.2	-7	4	-1	-3	105	-4	-5	-0.8
CC1CC(OC(=O)c2ccccc2C(=O)c2ccc(Cl)cc2)C(=O)O1 (centres undefined)	5	-1.8	0	5	-1	-5	129	-3	-1	-1.0
COc1ccc(C(=O)NCc2cccnc2)cc1	8	-1.6	-5	6	3	-6	104	-5	-2	-1.1
Cc1cccc(-c2noc(CCCOc3ccc(Cl)cc3Cl)n2)c1	-4	2.1	-3	1	3	5	102	-5	-5	-0.2
O=[N+]([O-])c1ccc(/C=N/n2cnc3ccccc32)s1	10	3.8	7	-47	2	-2	113	nt	-14	8.7
COCC1CCN(C(=O)C2CCC(=O)N(CCc3ccc(Cl)cc3)C2)CC1 (centres undefined)	26	0.0	0	0	3	-1	nt	-3	-13	-0.1
COc1ccc(/C=C/c2onc(C)c2S(=O)(=O)N2CCC(C(=O)N3CCC(C)CC3)CC2)cc1	12	-0.8	-7	-13	-2	-3	102	-3	-4	2.5
CCc1ccc(C(=O)/C=C/Nc2ccc(S(=O)(=O)Nc3onc(C)c3C)cc2)cc1	7	-0.4	-4	8	11	-1	96	nt	3	-1.6
COC(=O)c1ccccc1NC(=O)N1CCN(Cc2ccco2)CC1	-4	0.7	0	7	3	-2	90	nt	-3	-1.4
COc1ccc(C(CCNC(C)c2ccccc2)c2ccc(F)cc2)cc1 (centres undefined)	24	0.0	-1	-101	8	-1	106	nt	-1	18
Cc1c(C)n(CCCN(C)C)c2ncnc(NCc3ccccc3)c12	8	1.7	3	18	3	-1	103	-1	-5	-4.0
C=CCNC(=O)C1CC(=O)N(c2ccc(OCC(=O)Nc3ccc(Cl)c(C(F)(F)F)c3)cc2)C1 (centres undefined)	16	0.2	-1	10	6	-1	109	-5	4	-1.9
COC(=O)C1=C(C)N(Cc2ccccc2)C(=NCc2ccc(OC)cc2)N[C@H]1c1cccc(F)c1	0	-2.2	-2	-26	1	3	117	-16	1	4.4
O=C(Nc1ccccc1C(F)(F)F)c1cc(-c2ccco2)on1	7	-2.5	-4	-21	1	-4	108	7	-21	3.0

Next section
mol	Arrestin-AP2 inh	LANA DNA inh	Keap1 Nrf2 FP	MOR-DOR inv ag	RTF Ca sens act	V-ATPase pHluor	Pemphigus Ab inh	Wnt act	Cardiac RTF inh	OPRM1-OPRD1 ag
CC(Sc1nnc(COc2ccc3ccccc3c2)n1C)C(=O)O (centres undefined)	5	-0.2	1	3	8	3	103	nt	-9	-0.5
O=C(NC(C(=O)c1ccccc1)c1ccccc1)c1ccccc1 (centres undefined)	7	-1.3	-7	10	1	2	119	-2	-1	-2.0
CCSc1nc(C)c(CC)c(C)c1C(N)=O	3	0.5	-2	5	-1	-2	111	nt	-1	-1.2
O=C(O)CC/C(=N\Nc1ccc([N+](=O)[O-])cc1S(=O)(=O)N1CCOCC1)c1cccs1	-1	-0.8	5	18	-4	3	91	1	-5	-3.4
CN=C1S/C(=C\c2ccc(N3CCOCC3)c(F)c2)C(=O)N1C	43	8.6	0	5	-5	-8	97	2	9	-0.8
CC(=O)c1ccccc1Oc1nc(CN2CCOCC2)nc2scc(-c3cccs3)c12	23	0.9	-8	1	-2	-2	nt	-3	-6	-0.2
CNC(=O)c1c[nH]n2c(=O)c(Cc3ccccc3F)c(C)nc12	3	1.6	-1	16	-9	-1	100	-1	-5	-3.0
O=C(CSc1nnc2c(n1)[nH]c1ccccc12)Nc1ccc(S(=O)(=O)Nc2ncccn2)cc1	0	0.9	-2	4	-1	0	98	nt	-9	-0.6
O=C(c1ccc2c3c(cccc13)CC2)C1CCCN(C(=O)c2ccc[n+]([O-])c2)C1 (centres undefined)	18	-1.4	-1	7	-3	3	104	-2	-6	-1.4
COc1ccc2c(c1)cc1n2CCN2CCCN=C12	4	-1.6	-2	-27	-1	-1	95	0	-8	4.8
COc1ccc(S(=O)(=O)Nc2cccc3c2O[C@@H](CN(C)CC2CC2)[C@@H](C)CN([C@@H](C)CO)C3=O)cc1	8	1.3	-7	-1	-6	3	105	-1	-5	0.2
c1ccc(-n2cc(CNCCc3cscn3)c(-c3ccc4c(c3)OCO4)n2)cc1	38	-0.3	-2	-5	-2	2	105	14	-10	0.9
Cc1cnc(C(=O)OCC(=O)Nc2sc3c(c2C(N)=O)CCCC3)cn1	-9	-0.9	-3	2	-4	6	nt	0	-1	-0.5
Cc1cc(C)n(-c2ccc(N3CCOCC3)nn2)n1	-20	0.3	-1	20	-4	nt	95	nt	5	-3.3
Cc1oc(-c2ccccc2F)nc1CS(=O)(=O)CC(=O)N1CCN(Cc2ccccc2)CC1	35	7.8	8	-5	-2	2	99	-5	-4	0.9

Grouped by structure, the entries above with an aryl thioether with sulfur outside any ring (3)
mol	Arrestin-AP2 inh	LANA DNA inh	Keap1 Nrf2 FP	MOR-DOR inv ag	RTF Ca sens act	V-ATPase pHluor	Pemphigus Ab inh	Wnt act	Cardiac RTF inh	OPRM1-OPRD1 ag
CC(Sc1nnc(COc2ccc3ccccc3c2)n1C)C(=O)O (centres undefined)	5	-0.2	1	3	8	3	103	nt	-9	-0.5
CCSc1nc(C)c(CC)c(C)c1C(N)=O	3	0.5	-2	5	-1	-2	111	nt	-1	-1.2
O=C(CSc1nnc2c(n1)[nH]c1ccccc12)Nc1ccc(S(=O)(=O)Nc2ncccn2)cc1	0	0.9	-2	4	-1	0	98	nt	-9	-0.6

A few values from the results shown.
`c1ccc(-n2cc(CNCCc3cscn3)c(-c3ccc4c(c3)OCO4)n2)cc1` @ Cardiac RTF inh = -10
`O=C(O)CC/C(=N\Nc1ccc([N+](=O)[O-])cc1S(=O)(=O)N1CCOCC1)c1cccs1` @ Keap1 Nrf2 FP = 5

(further entries)
Values run as follows: Arrestin-AP2 inh | LANA DNA inh | Keap1 Nrf2 FP | MOR-DOR inv ag | RTF Ca sens act | V-ATPase pHluor | Pemphigus Ab inh | Wnt act | Cardiac RTF inh | OPRM1-OPRD1 ag
- O=C(NCCOC(=O)c1c(F)cccc1Cl)c1c(F)cccc1Cl
  5 | 2.1 | -10 | 9 | -10 | -2 | 116 | -2 | 0 | -1.9
- O=C(CN1CCN(S(=O)(=O)c2ccccc2[N+](=O)[O-])CC1)Nc1ccc(N2CCOCC2)cc1
  9 | -3.4 | -3 | 6 | 2 | -1 | 100 | -2 | -5 | -1.1
- COc1ccc(C(=O)OCC#CCSc2nnc(-c3cccc4ccccc34)o2)cc1
  -9 | 5.1 | -4 | 17 | -6 | 3 | 102 | 3 | 2 | -3.2
- CC(=O)Nc1ccc2c(COC(=O)[C@H](C)N3C(=O)C4CCCCC4C3=O)cc(=O)oc2c1 (some centres undefined)
  32 | 0.2 | -3 | 6 | 2 | -3 | 101 | -2 | -3 | -1.1
- COc1ccc(C(CNC(=O)c2ccc(S(=O)(=O)N(C)C)cc2)N(C)C)cc1 (centres undefined)
  8 | 2.6 | -3 | i | 6 | -1 | 96 | 0 | 4 | 95*
- COc1cc(/C=C2/C(=N)N3OC(C)=CC3=NC2=O)ccc1OCCOc1ccc(C)cc1
  15 | 0.4 | 0 | 7 | 1 | -7 | 91 | 13 | -4 | -1.3
- CCN(CC)CCn1c(NCc2cccc(OC)c2)nc2ccccc21
  -19 | 0.2 | 2 | nt | 2 | 0 | nt | -4 | 4 | nt
- CCC1(c2ccccc2)NC(=O)N(CC(=O)NC2(C#N)CCCCC2)C1=O (centres undefined)
  4 | 0.5 | 3 | -16 | 6 | -1 | 98 | -4 | -4 | 2.4
- CCN(CC)S(=O)(=O)c1cc(C(=O)Nc2ccccc2[N+](=O)[O-])ccc1Cl
  -5 | 0.2 | -3 | 20 | 1 | -1 | 120 | 3 | -11 | -3.7
- CCOC(=O)N1CCN(c2nc(-c3ccccc3)c3ccccc3n2)CC1
  6 | -2.8 | 0 | -10 | 8 | 0 | 92 | nt | 1 | 2.2
- Cc1ccc(-c2cnco2)cc1
  13 | 3.6 | -5 | 6 | 6 | -6 | 110 | 1 | -11 | -1.1
- CCCC(=O)Nc1ccc(-c2ccc(NC(=O)CCC)cc2)cc1
  5 | -1.6 | 1 | -6 | 10 | 4 | 104 | nt | 1 | 1.1
- O=C(c1cccc(S(=O)(=O)N2CCN(c3ccc(F)cc3)CC2)c1)N1CCN(c2ccccc2O)CC1
  9 | 0.1 | -6 | 1 | 0 | 1 | 106 | -2 | -7 | -0.2
- CCOc1ccc2nc(SCC(=O)Nc3ccc(S(=O)(=O)N4CCCC4)cc3)c(C)cc2c1
  -18 | -6.4 | -7 | 2 | -5 | -4 | 95 | 0 | -2 | -0.4
- O=C1N/C(=C/c2cccs2)C(=O)N1Cc1ccc(Br)cc1
  -7 | -1.6 | -1 | -5 | -1 | 3 | 115 | -3 | -7 | 1.0
- CCOC(=O)CSc1nc(C)c2cc(C)c(C)cc2n1
  8 | 1.0 | 1 | 0 | -1 | 0 | 110 | 0 | -14 | -0.1
- COC(=O)c1ccc(NC(=O)Nc2ccc(C)cc2)cc1
  10 | 1.4 | -3 | -41 | 10 | -2 | 102 | nt | -14 | 7.5
- COc1cccc(/C=c2\s/c(=C\C(=O)C(C)(C)C)[nH]c2=O)c1
  1 | 1.6 | -4 | -10 | 3 | 1 | 109 | -1 | 2 | 2.0
- CCOC(=O)c1c(CC(C)C)csc1NC=O
  0 | 1.5 | -1 | -40 | -10 | 3 | 102 | nt | 2 | 7.3
- C#CCOc1ccccc1/C=C1/C(=O)ON=C1C
  2 | 0.4 | 1 | 16 | 1 | 4 | 100 | 0 | -4 | -3.5
- CCOc1ccc(Cl)cc1/C=N/NC(=O)CNC(=O)c1ccccc1
  -4 | 4.6 | 0 | 6 | -2 | 6 | 104 | nt | 11 | -1.1
- CC1CC1C(=O)Nc1nc(-c2ccc(Cl)s2)cs1 (centres undefined)
  0 | -1.0 | -3 | -8 | 0 | 6 | 104 | 14 | -10 | 1.8
- CCCCCCCC(=O)NN1CCOCC1
  -1 | 2.3 | -2 | 8 | -1 | 0 | nt | nt | -1 | -2.0
- CCOC(=O)[C@@H]1[C@H]2COc3cc(OC)ccc3[C@H]2N2C(=O)N(c3ccc(F)cc3)C(=O)[C@@]12C
  5 | 0.4 | -2 | 3 | -1 | 0 | 96 | -3 | 4 | -0.6
- O=C(COC(=O)c1cc([N+](=O)[O-])ccc1N1CCOCC1)c1ccc(OC(F)F)cc1OC(F)F
  33 | 1.0 | 1 | 0 | 3 | 2 | 103 | -2 | -11 | 0.1
- COc1ccc(NC(=O)Nc2nnc(Cc3ccc(F)cc3)s2)cc1
  40 | -3.9 | -5 | -4 | 5 | -2 | 93 | 0 | -8 | 0.9

Source: PubChem (several laboratories)
